Compound activity deposited in PubChem BioAssay by National Center for Advancing Translational Sciences (NCATS).
Epigenetic derep: epigenetic control regulation, reporter derepression; murine LDR cells, GFP reporter derepression, 30 h; Potency, µM (top dose mostly 53.9 µM), without a hit: top-dose GFP activation, usual class: activators; hit rate 0.2% among 280,000; also: potency is read from the fitted curve at half-maximal effect; % of control where 0% means no effect; nearly all actives have a fitted effect of over 60% in size
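Reporter derepression read as number of fluorescent GFP-positive objects, 20-120 um in size, counted by laser-scanning cytometer. Mouse LDR line with an epigenetically silenced CMV-GFP locus; compound incubation 30 h, 37 C.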
Tau FP inhib: inhibitors of human tau fibril formation; K18 P301L tau heparin fibrillization, Alexa594 FP, 6 h; Potency, µM (top dose mostly 57.7 µM), without a hit: at the highest dose activity, negative = inhibition, actives largely listed as inhibitors; hit rate 0.39% among 280,000; also: potency is read from the fitted curve at half-maximal effect; % is scaled to controls: 0 for no effect and ±100 for the full control effect; nearly all actives have a fitted effect of over 55% in size
Target sequence (P10636 561-689 P618L limits assumed): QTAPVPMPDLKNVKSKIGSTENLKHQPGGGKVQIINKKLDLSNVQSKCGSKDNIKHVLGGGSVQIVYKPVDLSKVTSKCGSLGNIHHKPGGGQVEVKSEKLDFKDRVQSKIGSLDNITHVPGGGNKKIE
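Human tau K18 […] P301L fragment, 15 uM unlabeled plus 0.24 uM Alexa 594-labeled tau (final), with compound and 20 uM heparin in 100 mM sodium acetate pH 7; 6 hr at 37 C, then Alexa 594 FP read.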
NPSR antag: blocks cAMP signaling of the human neuropeptide S receptor | CHO-NPSR cells, cAMP TR-FRET, antagonist mode | Potency, µM (series often up to 38.3 µM), inactives show top-dose activity change, negative = inhibition, usual class: inhibitors | hit rate 1% among 220,000; also: potency is read from the fitted curve at half-maximal effect; % is scaled to controls: 0 for no effect and ±100 for the full control effect; nearly all actives have a fitted effect of over 50% in size; many of its hits are not listed in these tables
Target sequence (Q6W5P4 whole entry, looked up): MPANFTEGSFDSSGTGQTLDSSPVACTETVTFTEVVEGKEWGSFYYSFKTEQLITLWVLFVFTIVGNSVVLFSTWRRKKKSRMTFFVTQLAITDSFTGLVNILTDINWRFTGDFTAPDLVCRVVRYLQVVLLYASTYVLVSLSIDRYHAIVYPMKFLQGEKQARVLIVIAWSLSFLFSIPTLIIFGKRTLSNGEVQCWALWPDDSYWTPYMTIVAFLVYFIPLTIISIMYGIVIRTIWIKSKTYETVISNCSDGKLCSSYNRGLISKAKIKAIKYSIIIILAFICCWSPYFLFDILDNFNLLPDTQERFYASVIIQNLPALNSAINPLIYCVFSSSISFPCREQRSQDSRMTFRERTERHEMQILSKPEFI
Tau fluor cs: counter-screen for tau fibril formation inhibitors | tau K18 P301L (four-repeat tau fragment) Alexa594 fluorescence, heparin fibrillization | Potency, µM (highest dose often 57.7 µM), inactives show top-dose activity change, negative = decrease | hit rate 0.93% among 280,000 | AID 1463; also: potency is read from the fitted curve at half-maximal effect; % is scaled to controls: 0 for no effect and ±100 for the full control effect; nearly all actives have a fitted effect of over 55% in size
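Human K18 P301L tau (15 uM unlabeled plus 0.24 uM Alexa 594-labeled, final) in 100 mM sodium acetate pH 7 was mixed with compound and 20 uM heparin and incubated 6 hr at 37 C.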
TRb SRC2 PPI: inhibitors of human thyroid hormone receptor beta-SRC2 interaction; TRbeta-SRC2 peptide binding, fluorescence polarization; receptor liganded with 1 µM T3; Potency, µM (top dose mostly 106 µM), without a hit: at the top dose activity change, negative = inhibition, actives largely listed as inhibitors; hit rate 0.065% among 280,000;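 also: potency is read from the fitted curve at half-maximal effect; plate controls were bound peptide for no effect and peptide without receptor for full effect; nearly all actives have a fitted effect of over 50% in size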
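A fluorescence polarization screen tested compounds at multiple concentrations against complex formation between 0.6 uM TRb ligand-binding domain and 20 nM Texas Red SRC2 peptide, with 1 uM T3 present; readout after 5 hr.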
CBFb-RUNX1 inh: inhibitors of human CBF-beta and RUNX1 interaction; Q01196+Q13951; 230,000 tested, under 10 active; AID 1477; Potency, µM (highest dose often 59.8 µM), without a hit: at the top dose activity, negative = inhibition, actives largely listed as inhibitors; AlphaScreen CBFb-His/RUNX1-biotin binding, biochemical; also: % of control where 0% means no effect
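CBFb-His/RUNX1-biotin, 30 nM each, preincubated 20 min RT; compound 15 min RT; Ni + streptavidin beads 50 ng each, 90 min RT; AlphaScreen read.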
GLA spleen mod: inhibits or activates alpha-galactosidase in human spleen homogenate; P06280; human spleen homogenate, 4MU-alpha-Gal fluorescence, 40 min; Potency, µM (top dose mostly 80 µM), for inactives: at the highest dose activity change, negative = inhibition, hits mostly inhibitors; hit rate 0.008% among 240,000;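 also: potency is read from the fitted curve at half-maximal effect; 0% = enzyme with vehicle and -100% = no enzyme basal signal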
Target sequence (P06280 32-429 limits assumed): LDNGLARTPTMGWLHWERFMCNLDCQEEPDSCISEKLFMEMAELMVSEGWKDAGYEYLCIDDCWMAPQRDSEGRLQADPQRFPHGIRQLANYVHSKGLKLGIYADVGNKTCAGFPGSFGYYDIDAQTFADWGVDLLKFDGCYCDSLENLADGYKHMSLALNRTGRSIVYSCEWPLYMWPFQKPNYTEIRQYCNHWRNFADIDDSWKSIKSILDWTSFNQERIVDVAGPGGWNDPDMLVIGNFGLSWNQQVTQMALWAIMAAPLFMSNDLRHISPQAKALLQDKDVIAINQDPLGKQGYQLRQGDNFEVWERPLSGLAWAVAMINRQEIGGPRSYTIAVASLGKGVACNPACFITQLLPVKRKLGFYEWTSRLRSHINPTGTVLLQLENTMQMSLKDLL
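Spleen homogenate 1 ug + cpd (titration) + 4-MU-alpha-D-galactopyranoside 1 mM; 37C 40 min; 50 mM citrate/phosphate pH 5.0, 0.01% Tween-20; stop pH 10; fluorescence 365/440; AC50 via Hill.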
TR SRC2 fluor cs: Texas Red fluorescence interference in TRb-SRC2 counter-screen; Potency, µM (highest dose often 106 µM), for the others: at the highest dose fluorescence change, negative = quenching; hit rate 0.29% among 280,000; TRb/SRC2 Texas Red total fluorescence interference; active = well fitted curve in either direction with a large enough effect; inconclusive = small, poorly fitted or top-dose-only effect; also: potency is read from the fitted curve at half-maximal effect; % is scaled to controls: 0 for no effect and ±100 for the full control effect
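Human TRβ ligand-binding domain (0.6 uM) and Texas Red SRC2 peptide (20 nM) in Tris buffer with 1 uM T3 and 5% DMSO were incubated with pinned compound for 5 hr at ambient temperature. Total fluorescence was computed as S + 2P (555/632 nm).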
* = called active by the depositor; ? = inconclusive; . = not tested or not shown; [ ] = remark or other dose. Unless noted, calls follow the shape of the dose curve; as a rule, active = well fitted curve in the direction sought with a large enough effect; inconclusive = small, poorly fitted or top-dose-only effect, or another doubt; inactive = no such curve, though single readings can be large; an effect the other way counts as inactive or inconclusive. A portion of the library; rates above refer to the full screens.

item	Compound	Epigenetic derep	Tau FP inhib	NPSR antag	Tau fluor cs	TRb SRC2 PPI	CBFb-RUNX1 inh	GLA spleen mod	TR SRC2 fluor cs
1	COc1ccc(NC(=S)Nc2cccc(Cl)c2Cl)cc1OC	-0.4%	-3%	-3%	-8%	-7%	-1%	-7%	-6%
2	CCCCCNC(=O)C1CCC(Cn2c(=O)c3sccc3n(CC(=O)N3CCCC3)c2=O)CC1 (stereo not given)	1.1%	0%	.	-3%	-1%	.	.	4%
3	CC(=O)NCCNC(=O)CCCc1nnc2n(CCC(C)C)c(=O)c3sccc3n12	2.6%	4%	.	3%	1%	.	.	-1%
4	O=C(O)c1ccc(C(=O)c2ccc3c(c2)C(=O)N(CCO)C3=O)cc1	0.0%	3%	14%	-10%	-6%	6%	6%	-1%
5	Cc1ccccc1-c1nc(CS(=O)(=O)CC(=O)NCCCN2CCCC2=O)c(C)o1	-1.0%	6%	4%	-3%	-3%	1%	4%	0%
6	Cc1ccc(C)c(Cn2c(O)c(N=NC(=S)Nc3ccccc3F)c3ccccc32)c1	4.1%	-7%	6%	?	2%	-9%	5%	0%
7	Nc1cc(C(=O)O)c(O)c(S(=O)(=O)O)c1	.	.	.	.	-5%	-7%[21.7 µM]	-1%	-1%
8	CCc1nc(-c2ccc(-c3ccc(OC)cc3)nc2OC)no1	0.0%	-7%	-15%	-24%	10%	6%	1%	-1%
9	CCOC(=O)N1CCC(Nc2c(OCC)c(=O)c2=O)CC1	2.9%	-4%	7%[46.1 µM]	1%	4%	-3%	-5%	1%
10	Cn1cccc1C(=O)C(=O)Nc1cc(Cl)cc(Cl)c1	-0.6%	-4%	-14%[46.1 µM]	1%	-14%	5%	4%	1%

Only NPSR antag (2 entries from above):
entry	smiles	NPSR antag
9	CCOC(=O)N1CCC(Nc2c(OCC)c(=O)c2=O)CC1	7%[46.1 µM]
1	COc1ccc(NC(=S)Nc2cccc(Cl)c2Cl)cc1OC	-3%

Next part.
item	Compound	Epigenetic derep	Tau FP inhib	NPSR antag	Tau fluor cs	TRb SRC2 PPI	CBFb-RUNX1 inh	GLA spleen mod	TR SRC2 fluor cs
11	COc1cccc(-n2cc(C(=O)NCc3cccc(Cl)c3)c3ccccc3c2=O)c1	0.8%	-7%	.	-19%	5%	.	.	-24%
12	C=CCNc1c2c(nc3nnnn13)CCCC2	0.0%	-6%	-33%	-7%	-3%	-1%	-2%	0%
13	C/C(Cl)=C/CN1C(=O)C2C3C=CC(C3)C2C1=O (stereo not given)	-1.0%	7%	2%[46.1 µM]	11%	-6%	8%	7%	0%
14	O=C(NCc1ccccn1)C(=O)NN=C1CCCCCCC1	3.8%	0%	17%	-11%	1%	14%	2%	0%
15	O=C(c1ccc(CSc2ccccc2)cc1)N1CCCCCC1	6.1%	7%	-26%	2%	4%	6%	-6%	-2%
16	Cc1ccc(NC(=O)Cc2ccc(NC(=O)N3CCCCc4ccccc43)cc2)cc1Cl	2.9%	-14%	.	-4%	3%	.	.	-5%
17	Cc1cc(C)cc(-c2cc3c(c(-c4c(O)c(-c5cc(C)cc(C)c5)cc5c4CCCC5)c2O)CCCC3)c1	-1.1%	-3%	.	-3%	6%	-8%	-2%	-1%
18	COc1ccc(C(=O)N(CN2CCCC2=O)c2ccc(C)cc2)cc1	-1.1%	-3%	7%[46.1 µM]	6%	-17%	0%	0%	2%
19	O=S(=O)(c1ccccc1F)N1CCN(C(=S)NCc2ccccc2)CC1	1.2%	-8%	-11%	-11%	-4%	5%	9%	-2%
20	Cc1cc(C)n(/N=C/c2c[nH]c3ccccc23)c(=O)c1C#N	2.7%	-8%	-7%[46.1 µM]	-5%	1%	-3%	1%	2%
21	O=C1C(Cc2c[nH]c3ccccc23)NC(=S)N1C1CCCCC1 (stereo not given)	-0.9%	17%	-52%	?	3%	0%	1%	3%
22	CN(C)CCNc1ccc(Cl)cc1[N+](=O)[O-]	0.0%	-2%	?	-2%	0%	-6%	11%	5%
23	Cc1ccccc1-c1nn(-c2ccc(F)cc2F)cc1CNCC(C)O (stereo not given)	1.5%	-5%	-4%	-9%	-4%[53 µM]	2%	-2%	-1%[53 µM]
24	N#Cc1cc(-c2ccccc2)cn(Cc2c(Cl)cccc2Cl)c1=O	-3.0%	-2%	-28%[46.1 µM]	-12%	-3%	4%	4%	-2%
25	COc1cc(/C=N/NC(=O)c2ccc([N+](=O)[O-])cc2Cl)cc(Br)c1O	0.0%	-9%	-8%	-18%	12%	1%	9%	4%
26	CCOc1cc(C(=O)N2CCc3c([nH]c4ccccc34)C2c2ccccc2)cc(OCC)c1OCC (stereo not given)	4.1%	-5%	.	-7%	-3%	.	.	-2%
27	O=C(NCCCN1CCCC1=O)c1cccnc1	0.0%	11%	4%[46.1 µM]	5%	-1%	9%	5%	1%
28	O=C(c1ccco1)N1CCN(c2cccc(Cl)c2)CC1	0.0%	-1%	-7%[46.1 µM]	-6%	-3%	-1%	-3%	-1%
29	O=C(Cn1cnc2cc([N+](=O)[O-])ccc2c1=O)Nc1ccc2c(c1)OCO2	-3.5%	5%	2%	-23%	-1%	-11%	3%	0%
30	Cc1nn(C(=O)CCCn2cc([N+](=O)[O-])cn2)c(C)c1Cl	4.0%	-6%	-6%	-19%	0%	-3%	1%	-4%
31	Cc1cccc(C)c1OCC(=O)Nc1ccccc1C(F)(F)F	-5.4%	1%	-41%	-3%	-2%	10%	-4%	1%
32	O=C1CCCc2cc(S(=O)(=O)N3CCCC(C(=O)NCc4ccc(Cl)cc4)C3)ccc2N1 (stereo not given)	-1.3%	-10%	.	-13%	-2%	.	.	-1%
33	CC1CN(C(=O)C(C)N2C(=O)c3ccccc3C2=O)CC(C)O1 (stereo not given)	0.7%	2%	6%[46.1 µM]	6%	4%	0%	-34%	-2%
34	CCN(CC)C(=O)c1sc2c(c1C)c(=O)n(-c1ccc(Cl)c(Cl)c1)c(=O)n2Cc1ccccc1C#N	-1.1%	3%	.	0%	1%	.	.	-21%
35	O=C(CCn1nnc2ccccc21)Nc1nnc(COc2ccc(F)cc2)s1	0.0%	-5%	-1%[46.1 µM]	-2%	-8%	4%	-1%	-1%
36	Cc1cc(C)cc(C(=O)NCC(=O)OCc2cc([N+](=O)[O-])cc3c2OCOC3)c1	3.2%	-7%	6%	2%	-2%	8%	-5%	-2%
37	NC1C2CN(c3nc4c(cc3F)c(=O)c(C(=O)O)cn4-c3ccc(F)cc3F)CC12 (stereo not given)	-0.4%	-3%	-22%[46.1 µM]	4%	-8%	2%	8%	-7%
38	CCOC(=O)C1=C(C)NC(C)=C(C(=O)OCC)C1c1cc2ccc(C)cc2[nH]c1=O	1.9%	1%	-6%[46.1 µM]	-7%	11%	7%	3%	0%
39	OC(CNCc1ccco1)Cn1c2ccc(Br)cc2c2cc(Br)ccc21 (stereo not given)	-0.1%	?	?	?	-4%	5%	6%	-3%
40	Cc1ccc(-c2cc(NC(=O)C(C)Oc3ccccc3F)on2)cc1 (stereo not given)	-1.9%	-12%	.	?	5%	.	.	6%
41	O=C(COc1ccc2ccccc2c1)NNC(=O)c1cccs1	-2.1%	2%	17%	-6%	6%	0%	2%	-1%
42	COc1cc(C(=O)N(CCCO)Cc2cc3ccc(C)c(C)c3[nH]c2=O)cc(OC)c1OC	-1.0%	-6%	4%[46.1 µM]	6%	3%	-2%	-8%	3%
43	Oc1ccc(-c2csc(-c3cccnc3)n2)c(O)c1	-0.1%	9%	1%	-16%	1%	?	4%	0%
44	COc1cccc(C(=O)N2CCC(O)(c3cccnc3)CC2)c1	0.9%	-2%	12%	-2%	5%	3%	0%	0%
45	O=C1CN(C(=O)COc2ccc(Br)cc2F)c2ccccc2N1	-0.9%	-10%	-17%[46.1 µM]	-23%	8%	-12%	-3%	-6%
46	Cc1cc(C(F)(F)F)n(-c2nc(C(=O)O)cs2)n1	1.3%	-5%	-13%	-4%	-3%	0%	0%	1%
47	CCC(=O)N1CCc2cc(OC)c(OC)cc2C1COc1ccc2c(C)cc(=O)oc2c1 (stereo not given)	1.4%	-8%	.	-1%	-1%	.	.	-2%
48	Cc1c(NC(=O)Nc2ccccc2Cl)c(=O)n(-c2ccccc2)n1C	2.3%	-6%	-14%	-6%	-9%	0%	5%	-1%
49	COC(=O)/C(=N/Nc1ccccc1C)Sc1nnc(C(O)c2ccccc2)n1-c1ccccc1 (stereo not given)	6.0%	2%	7%	9%	-3%	-11%	10%	-2%
50	COc1ccc(-n2c(CNC(=O)c3cc(OC)c(OC)c(OC)c3)n[nH]c2=S)cc1	-0.9%	2%	1%[46.1 µM]	0%	0%	0%	5%	2%
51	CN(C)CCCN1C(=O)C(O)=C(C(=O)c2cc3ccccc3o2)C1c1ccccc1 (stereo not given)	-1.0%	-4%	?	-3%	-12%	4%	0%	-4%
52	CC(Sc1ccc(Cl)cc1)C(=O)NCc1cccnc1 (stereo not given)	-5.7%	4%	-9%[46.1 µM]	-12%	9%	0%	-3%	0%
53	CNC(=S)N/N=C1\C(=O)c2cccc3cccc1c23	0.9%	-6%	3.2µM*	?	-21%	-9%	5%	-3%
54	O=S(=O)(NCCSc1ccccn1)c1ccc(Br)cc1	1.4%	-5%	-7%	-11%	-4%	15%	2%	0%
55	CCCN(CCC)C(=O)C1CCCN(c2ncnc3onc(-c4ccc(F)cc4)c23)C1 (stereo not given)	-1.3%	-5%	.	-10%	1%	.	.	-2%
56	CC1(C)CCCC2=C1CC1C(=O)N(O)C(=O)C1C2 (stereo not given)	0.0%	5%	4%[46.1 µM]	0%	-3%	-1%	10%	-3%
57	CCOc1ccc(NS(=O)(=O)c2cnc(Cl)c(Cl)c2)cc1	5.7%	0%	16%	-28%	5%	6%	3%	2%
